ATXN2 expr inh: inhibitors of ATXN2 expression; actives 0.72% (n = 360,000); AID 1745845; Potency, µM (titrated, usually from 57 µM), for inactives: at the top dose activity change, negative = inhibition, actives largely listed as inhibitors; HEK-293 ATXN2-luciferase reporter, luminescence, 24 h; note: potency is the fitted concentration of half-maximal effect; % is set by controls: 0 for no effect and ±100 for the full control effect; nearly all actives have a fitted effect of over 55% in size
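qHTS (up to 57 uM final) was run with 24 h compound exposure of reporter cells at 37 °C. Each well was multiplexed: SteadyGlo luminescence measured ATXN2-luciferase expression after a fluorogenic Gly-Phe-AFC viability readout (25 uM final).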
SW480 rerep: induces DNA re-replication in SW480 colon adenocarcinoma cells; SW480 DNA re-replication, Hoechst DNA content imaging, 48 h; Potency, µM (top dose mostly 46.1 µM), without a hit: at the top dose re-replication activation, actives largely listed as activators; actives 1.8% (n = 340,000); AID 624297; note: potency is the fitted concentration of half-maximal effect; % of control where 0% means no effect; nearly all actives have a fitted effect of over 55% in size
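Compounds, transferred as 23 nL by pin tool, were incubated with cells for 48 hr; DNA content per nucleus was then quantified by Hoechst staining and fluorescence plate imaging.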
IL-1B inflam inh: inhibitors of inflammasome signaling (IL-1 beta secretion); THP-1 LPS/ATP IL-1B secretion, AlphaLISA, 16 h; stronger effect = lower value; activity change, % at 57.5 µM; actives 4.7% (n = 360,000); in the data active = activity change below about -50%; inconclusive = mostly about -30% to -49%; note: % is set by controls: 0 for no effect and ±100 for the full control effect
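Secreted IL-1B measured by AlphaLISA bead assay after 16 h compound exposure of THP-1 cells; compounds (final up to 57.5 uM) added 1 h before LPS (250 ng/mL) and ATP (1.25 mM) stimulation; lower signal means less secretion.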
KB-V1 MDR tox: kills drug-selected multidrug resistant KB-V1 cells | KB-V1 MDR cells viability, CellTiter-Glo, 72 h | Potency, µM (series often up to 46.1 µM), without a hit: top-dose activity change, negative = cytotoxicity, actives largely listed as cytotoxic | actives 3.4% (n = 400,000); note: potency is the fitted concentration of half-maximal effect; % is set by controls: 0 for no effect and ±100 for the full control effect; nearly all actives have a fitted effect of over 60% in size
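Readout: CellTiter-Glo luminescence, 10 min after addition. Cells: KB-V1 MDR subline, 72 h at 37 degrees C with compound. Analysis: corrected, normalized data fitted to concentration-effect curves.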
MCF10A rerep: inducers of DNA re-replication in MCF 10A breast cells; AID 624296; actives 2.9% (n = 350,000); MCF 10A DNA re-replication, Hoechst nuclear intensity, 48 h; Potency, µM (titrated, usually from 46.1 µM), for inactives: at the highest dose activity, positive = re-replication, hits mostly activators; note: potency is the fitted concentration of half-maximal effect; % of control where 0% means no effect; nearly all actives have a fitted effect of over 50% in size
KB-3-1 tox: kills parental KB-3-1 adenocarcinoma cells. KB-3-1 viability, CellTiter-Glo ATP luminescence, 72 h. Potency, µM (doses to about 46.1 µM), inactives show top-dose activity change, negative = cytotoxic, hits mostly cytotoxic. actives 1.4% (n = 400,000). AID 1347075; note: potency is the fitted concentration of half-maximal effect; % is set by controls: 0 for no effect and ±100 for the full control effect; nearly all actives have a fitted effect of over 60% in size
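Cytotoxicity in the drug-sensitive parental line KB-3-1 was scored as loss of CellTiter-Glo luminescence following 72 h incubation with compound. Values come from curve fitting of normalized concentration-response data.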
HT1080NT lethal: kills 2HG-producing HT-1080-NT fibrosarcoma cells; HT-1080-NT fibrosarcoma viability, CellTiter-Glo ATP luminescence, 48 h; Potency, µM (doses to about 46.1 µM), for inactives: at the highest dose activity, negative = less viability, hits mostly cytotoxic; actives 1.6% (n = 360,000); AID 686970;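 note: NT is the 2HG producing partner of a matched IDH1 knockdown line; potency is the fitted concentration of half-maximal effect; 0% = DMSO-treated cells and -100% = media-only wells without cells; nearly all actives have a fitted effect of over 55% in size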
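Viability of the 2HG-overproducing fibrosarcoma line after 48 hours of compound exposure at 37 degrees C was determined by luminescence with CellTiter-Glo, and concentration-effect curves were then fitted and categorized.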
S2 tox: cell viability loss in ATXN counter-screen. AID 651635. actives 0.49% (n = 400,000). Potency, µM (titrated, usually from 56.7 µM), hits mostly cytotoxic. S2 cells (HEK-293 line with an ATXN2-luciferase reporter) viability, CellTiter-Fluor protease fluorescence, 24 h; note: potency is the fitted concentration of half-maximal effect; nearly all actives have a fitted effect of over 40% in size
HT1080 IDH1KD tx: HT-1080 IDH1 knockdown cell toxicity (counter line); actives 2% (n = 360,000); Potency, µM (top dose mostly 46.1 µM), without a hit: top-dose activity, negative = toxicity, actives largely listed as cytotoxic; HT-1080 IDH1 knockdown viability, ATP luminescence, 48 h;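 note: potency is the fitted concentration of half-maximal effect; 0% = DMSO wells and -100% = cell-free medium wells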
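In this qHTS, HT-1080 cells depleted of IDH1 are exposed for 48 h at 37 °C to compound titrations. Toxicity is scored from CellTiter-Glo luminescence, with DMSO as full viability and medium alone as none.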
Starred values were filed as active, the others as inactive; i = inactive; ? = inconclusive; / = no result given; [ ] = another dose, or the depositor's remark. Unless noted, calls come from the whole dose curve; as a rule, active = well fitted curve in the direction sought with a large enough effect; inconclusive = small, poorly fitted or top-dose-only effect, or another doubt; inactive = no such curve, though single readings can be large; an effect the other way counts as inactive or inconclusive.

canonical_smiles,ATXN2 expr inh,SW480 rerep,IL-1B inflam inh,KB-V1 MDR tox,MCF10A rerep,KB-3-1 tox,HT1080NT lethal,S2 tox,HT1080 IDH1KD tx
COc1ccccc1/C=C/C(=O)NC(=S)Nc1ccc(S(=O)(=O)N(C)c2ccccc2)cc1,-29%,0%,-3,1%,?,3%,14%,i,17%
CCOc1ccccc1C(=O)NC(C(=O)OCC(=O)Nc1nnc(-c2ccccc2)o1)C(C)C (stereo not drawn),-5%,4%,15,-12%,22%,-3%,-8%,i,-5%
O=C(Nc1cnn(Cc2ccc(F)cc2)c1)c1cnn2c(C(F)F)cc(-c3ccccc3)nc12,-38%,-2%,6,-27%,5%,-21%,-2%,i,30%
COCCNC(=O)CSc1nc2cc(OC)c(OC)cc2c(=O)n1CCc1ccc(S(N)(=O)=O)cc1,1%,-12%,10,10%,0%,6%,12%,i,23%
Cc1cc(Cl)ccc1NC(=S)NCC(O)c1ccccc1 (stereo not drawn),-3%,-6%,-9,?,?,5%,-2%,?,-9%
Cc1ccc(NC(=O)CSc2nnnn2C)cc1S(=O)(=O)N1CCCCC1,/,/,0,-26%,/,-1%,1%,i,-29%
Cc1ccc(C)c(OCc2cc(C(=O)N3CC[C@@H]4CCCC[C@H]4C3)no2)c1,56%[activator],-14%,i,?,?,-6%,4%,i,-2%
COc1ccccc1CNC(=O)Cn1cc2c(n1)CCCC2,8%,-8%,8,?,9%,12%,4%,i,-4%
C=CC[C@@H](CC(=O)N[C@H](CO)Cc1ccccc1)C(=O)N[C@H](COC(=O)[C@H](CC=C)CC(=O)OC(C)(C)C)Cc1c[nH]c2ccccc12,?,27%,-6,-14%,?,?,?,28µM*,?
Oc1ccc(Nc2nc3ccccc3nc2Nc2ccc(O)cc2)cc1,?,4.6µM*,-4,?,1.5µM*,-29%,23µM*,?,12µM*
COc1ccc(CC(=O)N/N=C/c2ccc(-c3cccc(C(=O)O)c3)o2)cc1OC,/,-6%,0,0%,16%,15%,4%,i,-2%
Cc1occc1C(=O)N/N=C/C=C/c1ccccc1[N+](=O)[O-],/,-4%,-62*,?,-3%,?,13%,i,23%
COc1ccc(COc2ccsc2C(=O)Nc2ccc(Cl)c(Cl)c2)cc1,?,12%,75,-21%,18µM*,11%,-1%,?,1%
COc1ccc(C2CC(c3cccs3)=NN2C(=O)c2ccccc2)cc1OC (stereo not drawn),-10%,2%,-23,-2%,1%,-4%,-7%,?,-6%
O=c1c2ccccc2oc2cc(NCCCn3ccnc3)ccc12,27%,?,-19,-8%,21µM*,5%,0%,/,1%
CC(=O)c1cccc(NC(=O)Cn2cnc(S(=O)(=O)N3CCOCC3)c2)c1,0%,-3%,7,2%,-6%,1%,-3%,i,3%
Cc1ccc(NC(=O)c2ccc(-n3cncn3)c([N+](=O)[O-])c2)cc1,/,-6%,-16,0%,2%,4%,16%,/,-1%
O=C(NCc1ccncc1)c1cccc(Cn2cc(Br)cn2)c1,-8%,-5%,0,-18%,-2%,-2%,-1%,i,0%
CCOC(=O)C1CCCN(S(=O)(=O)c2ccc3c(c2)CC(C)N3C(=O)C2CC2)C1 (stereo not drawn),-11%,4%,-13,0%,15%,8%,-5%,i,-27%
COc1ccc(CC(=O)Nc2ccc(-c3noc(-c4ccccc4OC)n3)cc2)cc1,?,2%,-63*,-10%,12%,0%,-25%,?,?
COc1ccc(Nc2cc(Nc3ccc(OC)cc3)ncn2)cc1,14%,24%,-2,-13%,4%,0%,6%,i,7%
CCc1ccccc1Nc1nc(N)nc(CSCC(=O)Nc2ccc(C)c(C)c2)n1,/,-1%,-9,0%,8%,-8%,-10%,?,0%
Cc1cc(C)c(NC(=S)N(Cc2cccnc2)Cc2ccco2)c(C)c1,-18%,-3%,25,-29%,0%,-8%,5%,i,-3%
COc1ccc(NC(=O)CSCC(=O)N(C)Cc2ccc(Cl)c(Cl)c2)cc1,-20%,1%,?,0%,25%,1%,-9%,?,-16%
O=c1[nH]c2ccccc2nc1/C=C(\O)c1cccs1,/,7%,120,-27%,15%,?,-30%,/,?
C/C(=N\n1cnnc1)c1ccc(C#N)cc1,1%,-3%,2,20%,0%,2%,1%,i,-1%
O=C(Nc1cc(F)ccc1F)N1CCN(c2ccnc3cc(Cl)ccc23)CC1,?,0%,?,-15%,0%,-6%,-8%,?,-3%
O=C(NCc1ccccc1)c1ccc(CN2CCC(Cc3ccccc3)CC2)cc1,-24%,22%,-29,0%,14%,13%,?,i,?
Cc1ccc(N(C(=O)CNC(=O)c2ccco2)C(C(=O)NC2CCCC2)c2cccnc2)cc1 (stereo not drawn),5%,-6%,-19,1%,3%,5%,3%,i,8%
CCCn1c(=O)c2c(c3ccccc31)OC(C)C(=O)N2 (stereo not drawn),32%[activator],-6%,13,-24%,3%,-13%,-7%,i,-6%
CO[C@H]1CN(C)C(=O)c2cc(NC(=O)C3CCCC3)ccc2OC[C@@H](C)NC[C@H]1C,/,/,-18,3%,/,6%,18%,/,8%
Cc1cc(OC(=O)CNC(=O)OC(C)(C)C)c2c(C)cc(=O)oc2c1,-6%,0%,-2,?,3%,-2%,1%,i,3%
O=C(CN1CCN(Cc2cccc(Cl)c2)C1=O)NCc1ccc(F)cc1,-6%,/,/,6%,/,-8%,/,i,/
Cc1ccc(NC(=O)COC(=O)c2ccc(C)c(S(=O)(=O)N3CCOCC3)c2)cc1,-3%,1%,4,0%,0%,12%,7%,i,1%
COc1ccc(-n2nc(N)c3c(=O)oc(N(C)C)nc32)cc1,4%,-10%,-15,10%,13%,3%,-3%,i,-3%
COc1cccc(Nc2ccc(N3CCCCC3)cc2)c1OC,65%[activator],?,/,-1%,?,?,/,i,/
C[C@@H]1CN([C@@H](C)CO)C(=O)CCCn2cc(nn2)CO[C@H]1CN(C)S(=O)(=O)c1ccccc1F,9%,/,9,?,/,17%,8%,i,7%
Cc1cc(C)cc(Cn2c3ccc(NC(=S)NC4CCCCC4)cc3c(=O)n2C)c1,-11%,/,-15,-5%,/,-2%,-15%,i,1%
CN(C)c1cc[n+](CC(=O)Nc2ccc(Cl)cc2)cc1,?,-4%,-51*,-2%,3%,3.7µM*,6.5µM*,i,?
COc1ccccc1-n1c(SCC(=O)NCC2CCCO2)nc2c([nH]c3ccccc32)c1=O (stereo not drawn),-9%,-3%,-9,0%,-2%,12%,0%,?,-1%
Cc1onc(C(=O)Nc2cccc(C(F)(F)F)c2)c1[N+](=O)[O-],9%,13%,-8,11%,?,-2%,5%,i,-2%
Cn1c(/C(C#N)=C(\O)c2ccccc2Cl)nc2ccccc21,-15%,?,-19,?,?,46%,0%,i,-1%
O=c1cc(-c2cccs2)oc2ccc(Cl)cc12,46%[activator],-4%,34,?,5%,16%,-3%,i,-11%
Cc1ccc2c(c1)N(C(=O)CCC(=O)NCc1ccccc1Cl)CC(C)O2 (stereo not drawn),-4%,/,/,-11%,/,9%,/,i,/
COc1ccc(C(=O)O)cc1NS(=O)(=O)c1cccc2nsnc12,-3%,3%,17,2%,-5%,7%,15%,i,15%
Cc1ccc(-c2ccc(CN3C(C(C)C)C(=O)N(Cc4cn(Cc5ccco5)nn4)CCS3(=O)=O)cc2)cc1 (stereo not drawn),?,/,-10,-25%,/,-3%,?,?,?
CCCN1CCC(NC(=O)Nc2ccc(Br)cc2)CC1,/,-150%[inhibitor],2,-10%,?,-1%,4%,i,-1%
COc1ccc(C/C(C)=N/NC(=O)c2ccc(C)cc2C)cc1,2%,1%,4,27%,-2%,16%,6%,i,6%

Full records from above. Screens in order: ATXN2 expr inh	SW480 rerep	IL-1B inflam inh	KB-V1 MDR tox	MCF10A rerep	KB-3-1 tox	HT1080NT lethal	S2 tox	HT1080 IDH1KD tx
Cc1ccc2c(c1)N(C(=O)CCC(=O)NCc1ccccc1Cl)CC(C)O2 (stereo not drawn) across the screens: -4%	/	/	-11%	/	9%	/	i	/
O=c1cc(-c2cccs2)oc2ccc(Cl)cc12 across the screens: 46%[activator]	-4%	34	?	5%	16%	-3%	i	-11%
Cn1c(/C(C#N)=C(\O)c2ccccc2Cl)nc2ccccc21 across the screens: -15%	?	-19	?	?	46%	0%	i	-1%

(continued)
canonical_smiles,ATXN2 expr inh,SW480 rerep,IL-1B inflam inh,KB-V1 MDR tox,MCF10A rerep,KB-3-1 tox,HT1080NT lethal,S2 tox,HT1080 IDH1KD tx
Cc1cc(NC(=O)c2cc(C)on2)n(-c2ccccc2)n1,6%,-704%[inhibitor],7,-5%,-3%,4%,13%,i,11%
Cc1cc(CNC(=O)c2cccc([N+](=O)[O-])c2C)c2ccccc2n1,-37%,13%,-10,5.8µM*,-2%,-20%,-29%,/,-21%
O=C(N/N=C/C(Br)=C\c1ccccc1)c1ccc2nc[nH]c2c1,5%,?,-90*,-25%,23µM*,?,0%,i,?
Cc1ccc(CS(=O)Cc2ccc(C(=O)NC3CCCC(C)C3C)o2)cc1 (stereo not drawn),7%,23%,-4,0%,10%,9%,-4%,i,-1%
